Source: PubChem BioAssay
MOR-DOR inv ag: inverse agonists of human mu-delta opioid receptor heterodimerization; cell-based MOR-DOR heterodimer luminescence, inverse agonism; P35372+P41143; inhibition, % at 9.3 µM; AID 504357; actives 0.21% (n = 340,000); in the data active = inhibition above about 22%, passing the limit was not always enough;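 also: 0% = cells with DMSO and 100% = wells without cells with DMSO; values of inactives mirror those of a sister screen read the other way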
cardiac RTF act: cardiac RTF calcium sensitization | P19429+P45379 | IANBD-labeled TnC RTF fluorescence at EC20 calcium; 0% EC20 calcium, 100% full calcium | activation, % at 7.2 µM | actives 0.24% (n = 340,000) | AID 493008;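 active = activation above the mean over all tested compounds plus 3 SD, cut at about 30% in these data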;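 also: rise in fluorescence read as greater calcium sensitivity of cardiac thin filaments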
Keap1-Nrf2 PPI: disrupts human Keap1 binding to Nrf2 peptide | Keap1 Kelch-Nrf2 peptide fluorescence polarization, 1536-well | inhibition, % at 9.4 µM | actives 0.15% (n = 340,000) | AID 504523; in the data active = inhibition above about 12%;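 also: human Keap1 Kelch domain with fluorescein labeled Nrf2 9mer peptide probe; 0% = neutral control wells and 100% = peptide positive control; higher means more block of Keap1 binding to Nrf2 peptide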
Target sequence (Q14145 whole entry, looked up, the tested form may be a part): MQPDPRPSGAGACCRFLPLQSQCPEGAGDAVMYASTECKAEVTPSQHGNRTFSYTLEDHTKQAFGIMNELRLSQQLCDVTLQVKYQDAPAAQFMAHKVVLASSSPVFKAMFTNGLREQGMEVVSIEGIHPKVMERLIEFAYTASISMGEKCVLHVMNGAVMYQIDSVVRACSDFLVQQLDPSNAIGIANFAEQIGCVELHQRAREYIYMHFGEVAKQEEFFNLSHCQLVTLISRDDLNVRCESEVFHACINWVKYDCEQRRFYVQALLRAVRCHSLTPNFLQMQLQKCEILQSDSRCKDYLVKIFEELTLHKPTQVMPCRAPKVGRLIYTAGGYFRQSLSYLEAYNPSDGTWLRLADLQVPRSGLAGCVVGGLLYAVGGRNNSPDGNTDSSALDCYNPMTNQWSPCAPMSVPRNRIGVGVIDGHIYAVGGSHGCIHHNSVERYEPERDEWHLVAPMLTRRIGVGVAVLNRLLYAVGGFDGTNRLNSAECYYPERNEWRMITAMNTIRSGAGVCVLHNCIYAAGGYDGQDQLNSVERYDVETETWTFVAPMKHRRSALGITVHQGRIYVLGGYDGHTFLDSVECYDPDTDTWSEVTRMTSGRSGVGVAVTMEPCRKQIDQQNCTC
CAL PDZ FP: blocks peptide binding to the human CAL PDZ domain. actives 0.92% (n = 300,000). Q9HD26. purified CAL PDZ, TMR-peptide fluorescence polarization, 1 h. inhibition, % at 24.9 µM;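 active = mean inhibition of at least 30% with at least half of replicates also reaching 30%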;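 also: 0% = DMSO neutral control and 100% = excess unlabeled competitor peptide PRC23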
MOR-DOR ag: OPRM1-OPRD1 heterodimerization agonism | AID 504326 | cells, luminescence | actives 0.3% (n = 340,000) | P35372+P41143 | activation, % at 9.3 µM; in the data active = activation above about 18%;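 also: 0% = vehicle-treated cells and 100% = reference agonist; values of inactives mirror those of a sister screen read the other way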
V-ATPase pHluor: regulators of yeast V-ATPase proton transport; S. cerevisiae, pHLuorin cytosolic pH fluorescence; response, % at 10 µM; actives 0.37% (n = 350,000); in the data active = response mostly above about 7.3%, no sharp cut-off; inactive = mostly below about 5.4%; also: actives read high; inactives centre near 0; some compounds called inactive have numbers as strong as hits; reference of the scale not given here
RTF Ca sens inh: cardiac RTF calcium desensitization | P19429+P45379 | IANBD-labeled cardiac RTF, Ca2+ fluorescence | inhibition, % at 7.15 µM | actives 0.12% (n = 340,000);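 active = inhibition above the mean inhibition of all tested compounds plus 3 SD, cut at about 17% in these data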;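 also: assay run at fixed EC70 calcium of 1.6 mM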
C-LANA FP: inhibitors of KSHV LANA C-terminal domain DNA binding. MBP-C-LANA/FAM-LBS DNA binding, fluorescence polarization. inhibition, % at 9 µM. actives 0.078% (n = 340,000). AID 504423;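 active = highest replicate inhibition at or above 60% at 9 µM, even if other replicates fall short; inactive = all replicates below 60% inhibition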;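 also: 0% = neutral control wells and 100% = 4 µM acridine orange control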
HTR5A ag: activates human HTR5A in OPRM1-OPRD1 agonist counter-screen | P47898 | HTR5A agonist assay, luminescence, cell-based | activation, % at 9.3 µM | actives 0.61% (n = 340,000); in the data active = activation mostly above about 9.5%, no sharp cut-off; inactive = mostly below about 7.6%;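 also: 0% = cells with vehicle only and 100% = reference agonist; strong numbers were not always called active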
HTR5A inv ag: HTR5A inverse agonism, opioid heterodimer counter-screen; P47898; inhibition, % at 9.3 µM; actives 0.083% (n = 340,000); HTR5A cell line, luminescence; in the data active = inhibition mostly above about 23%, no sharp cut-off; inactive = mostly below about 18%;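 also: 0% = cells with DMSO and 100% = no-cell wells with DMSO; some compounds called inactive have numbers as strong as hits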
Starred values were filed as active, the others as inactive; . = no result given.

SMILES	MOR-DOR inv ag	cardiac RTF act	Keap1-Nrf2 PPI	CAL PDZ FP	MOR-DOR ag	V-ATPase pHluor	RTF Ca sens inh	C-LANA FP	HTR5A ag	HTR5A inv ag
CCN1C(=O)[C@H]2[C@@H](c3ccc(-c4ccc(C(C)=O)cc4)c(OC)c3)N3CCCC[C@@]3(C(=O)OC)[C@H]2C1=O	1	2	-10	-1	-0.1	2	1	-0.8	5	21
COc1ccc(S(=O)(=O)N(CC(=O)N/N=C/c2ccc(C(=O)O)cc2)Cc2ccccc2)cc1OC	-9	0	-2	-2	1.2	2	-4	-0.6	-3	8
CC(=O)N1CCc2c(sc(NC(=O)CN3C(=O)CCC3=O)c2C(N)=O)C1	7	1	0	.	-1.2	-2	-10	0.4	-7	19
C/C(CC(=O)Nc1c(Cl)cccc1C(F)(F)F)=N\NC(=O)c1cnccn1	2	7	-4	2	-0.5	4	-13	-1.6	-1	3
CCOC(=O)C1CCCN(S(=O)(=O)c2cc(Br)cc3c2N(C(=O)CC)CC3)C1 (stereo not drawn)	21	2	2	-25	-3.9	-2	8	-1.4	6	-15
O=C1[C@@H]2[C@H]3CC[C@H](C3)[C@@H]2C(=O)N1O	-3	1	-3	.	0.6	-3	-8	-0.5	5	5
O=C(NNC(=O)C1CC1c1ccccc1)c1ccccc1F (stereo not drawn)	-4	3	0	.	0.7	-1	0	0.3	2	2
N/C(=N\OC(=O)COc1ccc([N+](=O)[O-])cc1)c1ccncc1	1	-4	-2	-1	-0.2	1	1	-0.5	-1	2
Cc1cccc(C(=O)NCC2CCCO2)c1 (stereo not drawn)	5	-3	4	-2	-1.1	0	-8	1.0	-1	-16
COc1cc(NC(=O)COc2ccc(-n3cnnn3)cc2)c(OC)cc1Cl	12	0	-2	2	-2.4	1	-2	0.4	1	-16

Complete entries, quoted from the list. Order of values: MOR-DOR inv ag	cardiac RTF act	Keap1-Nrf2 PPI	CAL PDZ FP	MOR-DOR ag	V-ATPase pHluor	RTF Ca sens inh	C-LANA FP	HTR5A ag	HTR5A inv ag
COc1cc(NC(=O)COc2ccc(-n3cnnn3)cc2)c(OC)cc1Cl is listed as 12	0	-2	2	-2.4	1	-2	0.4	1	-16
O=C(NNC(=O)C1CC1c1ccccc1)c1ccccc1F (stereo not drawn) is listed as -4	3	0	.	0.7	-1	0	0.3	2	2
Cc1cccc(C(=O)NCC2CCCO2)c1 (stereo not drawn) is listed as 5	-3	4	-2	-1.1	0	-8	1.0	-1	-16
CCN1C(=O)[C@H]2[C@@H](c3ccc(-c4ccc(C(C)=O)cc4)c(OC)c3)N3CCCC[C@@]3(C(=O)OC)[C@H]2C1=O is listed as 1	2	-10	-1	-0.1	2	1	-0.8	5	21
O=C1[C@@H]2[C@H]3CC[C@H](C3)[C@@H]2C(=O)N1O is listed as -3	1	-3	.	0.6	-3	-8	-0.5	5	5

The results go on:
SMILES	MOR-DOR inv ag	cardiac RTF act	Keap1-Nrf2 PPI	CAL PDZ FP	MOR-DOR ag	V-ATPase pHluor	RTF Ca sens inh	C-LANA FP	HTR5A ag	HTR5A inv ag
CSCCC(N=C(NS(=O)(=O)c1ccc(Br)cc1)c1ccccc1)C(=O)O (stereo not drawn)	21	0	-3	-7	-4.3	-1	3	-0.3	2	-12
O=C1c2cccc3cccc(c23)C(=O)N1CC1CCN(CC(O)COCc2ccc3c(c2)OCO3)CC1 (stereo not drawn)	3	-1	3	-4	-0.6	3	10	-2.5	0	22
O=C(NC1(C(F)(F)F)NC(=O)N(C2CCCCC2)C1=O)C1CC1 (stereo not drawn)	14	3	-2	-6	-2.8	-2	-7	1.5	2	-4
Cn1c(C(=O)NC2CCCC2)cc2c(=O)n(C)c3ccccc3c21	11	9	0	.	-2.2	2	-2	-0.1	-1	4
Cc1ccc(Cl)cc1N1CCN(C(c2cccnc2)c2nnnn2C2CCCCC2)CC1 (stereo not drawn)	1	1	-3	-1	-0.2	-1	0	-1.0	3	2
CCOC(=O)c1cc(NC(=O)c2ccc(C)cc2)c(=O)oc1-c1ccccc1	3	5	0	-2	-0.6	-3	-6	0.7	2	-7
O=C(CSc1ccc(-c2ccccn2)nn1)Nc1ccccc1	11	2	0	-3	-2.1	4	6	0.3	0	-1
COc1ccc(S(=O)(=O)NCC(=O)N(CC(=O)NCc2ccco2)Cc2ccc(F)cc2)cc1	2	-2	-5	-3	-0.3	-1	1	0.0	0	2
CCOc1cc(C(=O)NC(=S)Nn2cnnc2)cc(OCC)c1OCC	14	-1	-1	10	-2.8	1	1	-0.4	0	0
O=C(O)c1cccc(N2C(=O)C3CC=CCC3C2=O)c1 (stereo not drawn)	18	2	2	-3	-3.9	-1	-10	-0.8	1	10
CC(C)(C)OC(=O)N1Cc2[nH]c3ccccc3c2C[C@@H]1C(=O)O	7	-1	-1	-6	-1.7	0	-7	0.2	5	-14
COc1ccccc1CNC(=O)COC(=O)Cn1cnc2ccccc21	11	6	-3	6	-2.1	-4	-2	-0.1	-2	6
CCCCn1c(-c2csc3c2CCC(C)C3)n[nH]c1=S (stereo not drawn)	-36	1	-1	-1	6.9	-2	-4	0.2	3	-8
O=C(NN=C1CCCCC1)Nc1ccccc1Cl	10	6	-4	-9	-1.7	1	8	1.9	5	-15
Clc1ccc(CSc2ccc(-c3ccccn3)nn2)cc1	-40	3	-2	-1	7.9	2	-2	0.9	1	-13
Cc1ccc2nc(N(CCCN(C)C)C(=O)c3ccc(S(=O)(=O)N4CCOCC4)cc3)sc2c1	21	4	0	-5	-3.9	3	0	-0.7	1	-4
CCC1(CC)Cc2ccccc2C(C2=C(O)CC(C)(C)CC2=O)=N1	2	5	-3	-1	-0.5	1	-2	-0.3	1	-3
Cc1ccsc1C(=O)OCC(=O)c1ccc[nH]1	3	6	-1	5	-0.7	2	-9	0.2	10	-25
CNCc1c(C)nn(-c2ccccc2)c1C	11	-4	3	-3	-2.3	6	0	3.0	-2	5
CC(=O)c1ccc(NC(=O)N2CCCC(C(=O)c3ccc4c(c3)OCO4)C2)cc1 (stereo not drawn)	-11	7	5	3	1.5	-1	11	-1.7	11*	-29
CCn1nnnc1-c1ccc(OC)c(S(=O)(=O)Nc2ccc(OC)cc2)c1	12	5	-4	-3	-2.6	1	-5	-0.3	4	8
N=c1c(S(=O)(=O)c2ccc(Br)cc2)cc2c(=O)n3ccccc3nc2n1Cc1ccco1	-5	5	2	-8	1.0	-4	-9	-1.1	-3	12
Cc1cc(=S)nc(-c2ccccn2)[nH]1	3	3	-1	-4	-0.5	-2	-2	0.7	9	-7
N#Cc1cn(-c2ccccc2)nc1C(=O)c1ccccc1	0	10	-6	-4	-0.1	.	-1	0.1	-1	-7
CN(C(=O)c1ccc(N2CCCCC2)c([N+](=O)[O-])c1)C1(C)CCS(=O)(=O)C1 (stereo not drawn)	4	-6	-2	-3	-0.7	5	0	0.4	-2	-28
COc1cc(OC)c(C(=O)/C=C/c2ccccc2)c(O)c1O	16	1	-7	-1	-3.2	-2	4	0.6	-1	-7
O=C(Oc1ccc(/C=N/Nc2nc(N3CCCCC3)nc(N3CCCCC3)n2)cc1)c1ccco1	10	5	0	1	-1.8	0	-7	-0.6	1	6
O=C(CCCC(=O)OCC(=O)NC1CCCC1)Nc1ccccn1	6	3	0	-2	-1.1	0	-8	4.4	0	4
O=C(NNC1=Nc2ccccc2SC1)c1ccc(F)cc1	-17	-2	0	-6	3.5	1	-9	-1.4	2	-11
Cc1cc(SCc2cc(=O)[nH]c3ccccc23)nc2ccccc12	-15	-6	-4	-4	2.7	8	6	-0.3	14	-37
COc1ccc(OC)c2[nH]c(=O)c(CCNC(=O)c3ccc(S(=O)(=O)N4CCCC4)cc3)cc12	8	-5	1	-4	-1.7	-5	1	0.9	9	-23
Cc1cc(N2CCN(C(c3ccccc3)c3ccc(Cl)cc3)CC2)n2ncnc2n1 (stereo not drawn)	11	-1	2	.	-1.9	-5	1	1.1	-6	16
Cc1ccc(C(C)C)c(OCC(=O)Nc2sc3c(c2C#N)CC(C)(C)NC3(C)C)c1	-57	-2	-1	-5	7.0	3	-7	-0.5	-3	8
O=C(C1CC(=O)N(c2ccccc2)C1)N1CCN(c2ccc(F)cc2)CC1 (stereo not drawn)	8	-4	-5	0	-1.5	3	0	-1.5	-1	-10
Cc1c(Nc2scc(-c3ccccc3)[n+]2-c2ccccc2)c(=O)n(-c2ccccc2)n1C	12	0	-4	-4	-2.5	-1	-4	6.6	-1	3
COc1ccc(CCN(C)C(=O)Cc2ccc(-c3ccccc3)cc2)cc1OC	3	0	-1	2	-0.6	-6	-8	-3.2	7	-26
COc1ccc(S(=O)(=O)N(C)C2(C)CCS(=O)(=O)C2)cc1OC (stereo not drawn)	15	-4	-6	.	-3.0	-9	8	-0.3	1	6
COc1ccccc1N(CC(O)CN(c1ccccc1)S(C)(=O)=O)S(=O)(=O)c1ccccc1 (stereo not drawn)	7	-4	7	.	-1.6	-1	-8	-0.5	6	-12
CCC1CCCCN1S(=O)(=O)c1ccc(NC(=O)c2cccnc2)cc1 (stereo not drawn)	-11	-1	-8	-3	2.0	1	8	-0.8	-1	-1
Fc1cccc(F)c1/C=N/N1CCOCC1	5	-1	5	-4	-1.0	4	0	-0.4	5	-13
